Screening data as filed in PubChem BioAssay.
HP1b chromo inh – HTS for Inhibitors of HP1-beta Chromodomain Interactions with Methylated Histone Tails; Chromobox protein homolog 1 (Homo sapiens), P83916; AlphaScreen HP1-beta / biotin-H3K9me3 peptide binding; Potency, µM (titrated, usually from 114 µM), for the others: at the top dose activity change, negative = inhibition, hits mostly inhibitors; 390,000 tested, 0.56% active; further: potency means the concentration at half of the fitted maximal effect; nearly all actives have a fitted effect of over 70% in size; inactives centre near 23
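HP1-beta protein (50 nM final) preincubated 30 min at room temperature with biotinylated H3(1-18)K9me3 peptide (50 nM) in PBS pH 7.4, 0.01% Tween-20, then compound added for 30 min. AlphaScreen streptavidin donor/nickel chelate acceptor beads (10 ug/mL final), 30 min dark, luminescence read.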
JMJD2A Tudor – qHTS Assay for Inhibitors of JMJD2A-Tudor Domain | Lysine-specific demethylase 4A (Homo sapiens), O75164 | AlphaScreen JMJD2A-Tudor / H3K4me3 peptide binding | Potency, µM (series often up to 114 µM), for the others: at the top dose activity change, negative = inhibition, usual class: inhibitors | 390,000 tested, 4.4% active; further: potency means the concentration at half of the fitted maximal effect; on the % scale 0 is the no-effect control and ±100 the full control effect; nearly all actives have a fitted effect of over 50% in size
12-LOX inh – Primary qHTS assay for inhibitors of human arachidonate 12S-lipoxygenase (ALOX12): Round 2; Polyunsaturated fatty acid lipoxygenase ALOX12 (Homo sapiens), P18054; Potency, µM (doses to about 108 µM), for inactives: at the highest dose activity change, negative = inhibition, most hits filed as inhibitors; 580,000 tested, 1.1% active; purified 12hLO, xylenol orange hydroperoxide absorbance; further: potency means the concentration at half of the fitted maximal effect; on the % scale 0 is the no-effect control and ±100 the full control effect
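Hydroperoxide product was detected by ferrous iron/xylenol orange as the 573 to 405 nm absorbance ratio. Arachidonic acid at 40 uM (final) was turned over for 30 min at room temperature by 150 nM human 12hLO, pH 7.0 Hepes buffer, after 15 min compound preincubation.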
BAZ2B block – qHTS Assay for Inhibitors of BAZ2B | AlphaScreen BAZ2B-H3K14Ac peptide displacement | Potency, µM (highest dose often 114 µM), without a hit: at the highest dose activity change, negative = inhibition, hits mostly inhibitors | 360,000 tested, 4.4% active; further: potency means the concentration at half of the fitted maximal effect; on the % scale 0 is the no-effect control and ±100 the full control effect; nearly all actives have a fitted effect of over 60% in size
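AlphaScreen displacement of biotin-H3(5-23)K14Ac peptide (50 nM final) from BAZ2B (50 nM final) in PBS pH 7.4, 0.01% Tween-20; complex preformed 30 min RT, then compounds (top 110 uM) 30 min RT, beads 20 min dark.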
PI4K2A block – qHTS for small molecular inhibitors of PI4K2A; Phosphatidylinositol 4-kinase type 2-alpha (Homo sapiens), Q9BTU6; purified PI4K2A, ADP-Glo luminescence, 1 h; stronger effect = lower value; activity change, negative = inhibition, % at 76.9 µM; 420,000 tested, 0.13% active; in the data active means activity change below about -50%; inconclusive means mostly about -30% to -49%;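 further: -100% = wells without enzyme as full effect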
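PI4K2A activity was measured by ADP-Glo luminescence: enzyme (4 ug/mL stock) and phosphatidylinositol (1.2 mM stock) in Tris pH 7.5/MgCl2/EGTA/Triton X-100 buffer were reacted with ATP (300 microM stock) for one hour at ambient temperature.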
RGS4 inh – Inhibitors of Regulator of G Protein Signaling (RGS) 4: qHTS; Regulator of G-protein signaling 4 (Homo sapiens), P49798; AID 504845, 2011; Potency, µM (doses to about 114 µM), inactives show at the top dose activity change, negative = inhibition, hits mostly inhibitors; Transcreener GDP fluorescence polarization, RGS4-accelerated GTP hydrolysis; 390,000 tested, 0.039% active; further: potency means the concentration at half of the fitted maximal effect; on the % scale 0 is the no-effect control and ±100 the full control effect; nearly all actives have a fitted effect of over 75% in size; some results filed as inactive show a strong effect at the top dose
Target sequence (P49798 whole entry, looked up): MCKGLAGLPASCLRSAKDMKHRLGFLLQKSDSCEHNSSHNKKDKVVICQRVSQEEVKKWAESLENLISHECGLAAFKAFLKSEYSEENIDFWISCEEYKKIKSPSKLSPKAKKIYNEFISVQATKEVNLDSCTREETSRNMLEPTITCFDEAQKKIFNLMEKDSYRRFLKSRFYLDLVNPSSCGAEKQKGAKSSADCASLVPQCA
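MLSMR compounds (23 nl, pin-transferred) preincubated 10 min at room temperature with a 500nM (2x) first reagent, then RGS4 at 900nM (2x) plus Transcreener GDP mix added; fluorescence polarization (620/688 nm) read before and after 90 min at 30 °C.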
ERG Ets-DNA blk – qHTS for Small Molecule Inhibitors of the ERG Ets/DNA interaction; Transcriptional regulator ERG (Homo sapiens), P11308; fluorescence polarization, His-ERG Ets domain / labelled DNA; Potency, µM (doses to about 76.9 µM), for inactives: at the highest dose FP activity, negative = inhibition, most hits filed as inhibitors; 370,000 tested, 0.028% active; active means well fitted inhibition curve with a large enough effect in the polarisation, with a control signal flat; inconclusive means small, poorly fitted or top-dose-only effect, or effect the other way, or a change in a side signal; inactive means no such curve, though single readings can be large or run the other way; the % refers to the polarisation;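 further: polarization taken with two DNA probes labelled with fluorescein and Texas red; potency means the concentration at half of the fitted maximal effect; % of control where 0% means no effect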
Target sequence (P11308 whole entry, looked up, the tested form may be a part): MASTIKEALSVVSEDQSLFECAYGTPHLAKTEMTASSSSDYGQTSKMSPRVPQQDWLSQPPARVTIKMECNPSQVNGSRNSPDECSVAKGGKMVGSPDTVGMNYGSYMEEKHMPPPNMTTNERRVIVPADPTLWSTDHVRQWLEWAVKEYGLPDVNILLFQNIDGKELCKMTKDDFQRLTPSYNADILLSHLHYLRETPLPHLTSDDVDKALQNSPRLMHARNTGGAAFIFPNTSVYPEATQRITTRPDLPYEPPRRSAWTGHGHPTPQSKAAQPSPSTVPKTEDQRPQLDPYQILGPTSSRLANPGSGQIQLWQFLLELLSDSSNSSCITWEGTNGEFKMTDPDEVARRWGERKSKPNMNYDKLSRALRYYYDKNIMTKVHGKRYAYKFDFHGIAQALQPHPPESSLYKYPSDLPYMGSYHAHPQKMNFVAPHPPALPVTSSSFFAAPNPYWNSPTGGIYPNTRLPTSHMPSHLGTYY
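His-tagged ERG Ets domain (1 uM in the protein solution; 300mM KCl, 50mM Tris-HCl, 1mM EDTA, 1mM DTT, pH 7.5) received compound, then a probe mix of 5 nM fluorescein-DNA and 100nM Texas-615-DNA. Fluorescence polarization was read for both dyes.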
G9a block – qHTS Assay for Inhibitors of Histone Lysine Methyltransferase G9a; Histone-lysine N-methyltransferase EHMT2 (Homo sapiens), Q96KQ7; G9a H3K9 monomethylation, AlphaScreen, 2 h; Potency, µM (highest dose often 102 µM), for inactives: at the highest dose activity, negative = inhibition, most hits filed as inhibitors; 350,000 tested, 8.8% active; further: potency means the concentration at half of the fitted maximal effect; on the % scale 0 is the no-effect control and ±100 the full control effect; nearly all actives have a fitted effect of over 75% in size
Target sequence (Q96KQ7 913-1193 limits assumed): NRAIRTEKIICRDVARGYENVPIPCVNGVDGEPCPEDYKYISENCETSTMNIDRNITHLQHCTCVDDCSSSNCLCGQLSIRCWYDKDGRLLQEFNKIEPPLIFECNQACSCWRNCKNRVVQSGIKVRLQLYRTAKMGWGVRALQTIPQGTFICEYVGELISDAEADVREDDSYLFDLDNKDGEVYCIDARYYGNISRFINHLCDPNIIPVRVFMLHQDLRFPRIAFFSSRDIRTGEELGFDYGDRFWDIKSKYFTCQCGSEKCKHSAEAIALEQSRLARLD
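Signal arises when biotinylated H3K9 peptide, once monomethylated, bridges streptavidin donor and antibody-captured acceptor beads. Enzyme at 20 nM was preincubated 15 min with test compounds; peptide 500 nM and SAM 20 uM then reacted for 2 h.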
GLS inhibitor – qHTS for Inhibitors of Glutaminase (GLS); GLS enzymatic activity, qHTS titration; AID 624170, 2012; 410,000 tested, 0.21% active; Glutaminase kidney isoform, mitochondrial (Homo sapiens), O94925; Potency, µM (top dose mostly 45.5 µM), for the others: top-dose activity change, negative = inhibition, usual class: inhibitors; further: potency means the concentration at half of the fitted maximal effect; on the % scale 0 is the no-effect control and ±100 the full control effect
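Glutamate formation by hKGA was monitored fluorometrically using coupled glutamate oxidase, HRP and Amplex Red. Substrate was added as 1 mM L-glutamine solution; incubation was 30 min at RT after an initial read.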
The depositor's hits bear a star; ? = inconclusive; nt = not tested or not shown; & = joins results of further samples; [ ] = another dose, or the depositor's remark. Unless noted, the call rests on the fitted dose curve; in most records, active means well fitted curve in the direction sought with a large enough effect; inconclusive means small, poorly fitted or top-dose-only effect, or another doubt; inactive means no such curve, though single readings can be large; an effect the other way counts as inactive or inconclusive.

SMILES	HP1b chromo inh	JMJD2A Tudor	12-LOX inh	BAZ2B block	PI4K2A block	RGS4 inh	ERG Ets-DNA blk	G9a block	GLS inhibitor
CCCCCc1ccc(-c2cn(Cc3ccc4ccccc4c3)nn2)cc1	61.2%[activator]	-5.6%	1.8%	1.2%	-11.4	-20.5%	-3.5%	32.0%	1.9%
CC(C)N(Cc1nc(-c2ccc(Cl)cc2)no1)C(=O)c1cccs1	52.9%	22.4%	-18.6%	21.8%	-4.1	6.3%	1.9%	-1.7%[59 µM]	1.1%
COc1ccccc1CNC(=O)C1CCC(CNc2c(N3CCCCC3)c(=O)c2=O)CC1 (stereo unspecified)	27.1%	-5.8%	-19.8%	-2.3%	-0.8	11.2%	-6.8%	7.2%	17.8%
O=C(NNC(=O)c1cccc(-n2cccc2)c1)c1ccccc1	-3.7%	-28.7%	-68.7%	-25.9%	6.1	8.9%	-8.5%	16.0%[12.7 µM]	20.6%
CSc1nnc(-c2cnccn2)n1C	8.2%	-4.4%	-10.9%	-5.6%	2.9	26.3%	1.4%	-24.2%[59 µM]	12.6%
Cc1cc(C)c2c(=O)[nH]c(SCC(=O)Nc3ccccc3)nc2n1	21.4%	-15.1%	0.0%	2.5%	-14.0	-3.9%	-1.2%	16.2%[59 µM]	0.2%
COc1ccc(N2C(=O)NC(NS(=O)(=O)c3ccccc3)(C(F)(F)F)C2=O)cc1 (stereo unspecified)	48.4%[activator]	-10.9%	433.6%[activator]	-15.2%	2.5	-14.1%	5.5%	5.4%	-9.5%
Cc1ccc2oc(=O)cc(CN3CCN(C/C=C/c4ccccc4)CC3)c2c1	9.5%	-5.5%	163.4%[activator]	-12.3%	0.0	-32.4%	13.1%	2.2%	-7.5%
CCCCc1ccc(-c2ccc(C)cc2O)nc1	115.2%[activator]	30.5%[57.1 µM]	-2.3%	43.6%[activator]	0.0	-3.4%[56.9 µM]	-0.2%	31.7%[59 µM]	1.0%
CCN(C(=O)COC(=O)Cc1c[nH]c2ccccc12)c1c(N)n(Cc2ccccc2)c(=O)[nH]c1=O	8.4%	-16.7%	-14.9%	12.5%	-5.0	-1.1%	4.7%	?	2.0%
CN(C)C(CNC(=S)Nc1ccccc1)c1cccnc1 (stereo unspecified)	24.6%	-15.4%	11.2%	-5.5%	7.5	-23.2%	-8.2%	10.7%	6.0%
CN(Cc1ccccc1)c1ccc(C(CC(N)=O)NC(=O)Cc2ccc(Br)cc2)cc1[N+](=O)[O-] (stereo unspecified)	23.8%	-9.7%	?	-5.0%	0.8	-26.9%	-4.9%	?	-2.1%
COc1cccc(NC(=O)COC(=O)CCC(=O)c2cccs2)c1	38.8%	-11.8%	?	-5.7%	-3.9	-8.4%	9.8%	22.8%[59 µM]	-1.9%
O=C(O)CNC(=O)c1ccc(N2CCOCC2)cc1[N+](=O)[O-]	19.7%	-3.7%	-4.2%	nt	1.5	-1.4%	-7.9%	-45.3%	-11.2%
COc1ccc(C(C)=O)cc1COC(=O)CNC(=O)c1ccccc1F	16.6%	-8.2%	12.0%	-0.7%	-1.6	-4.0%	-10.6%	15.6%[59 µM]	0.5%
Cc1ccc(N(C(=O)CNC(=O)c2ccco2)C(C(=O)NC2CCCC2)c2ccncc2)cc1C (stereo unspecified)	-0.3%	-4.9%	-33.3%	-0.5%	3.2	-0.2%	-9.9%	35.9%	2.9%
Cc1noc(C)c1NC(=O)N(C)C[C@@H]1Oc2ccc(NC(=O)Cc3cn(C)c4ccccc34)cc2CC(=O)N([C@H](C)CO)C[C@@H]1C	65.5%[activator]	-21.0%	-1.3%	nt	-2.4	-16.3%	-6.4%	nt	12.1%
O=C(NCC(c1cccnc1)N1CCN(c2ccc(F)cc2)CC1)c1ccc(F)cc1 (stereo unspecified)	28.4%	-15.6%	-6.5%	-37.7%	-7.9	2.0%	5.0%	-36.6%[12.7 µM]	29.2%
COC(=O)c1ccc2oc(=O)c(S(=O)(=O)c3ccc(C)cc3)cc2c1	18.3%	-4.0%	-7.9%&-26.2%	-4.4%	-0.6	6.1%	0.6%	-34.5%[59 µM]	1.2%
COc1cc(C(=O)NCc2nnc(SCC(=O)N3CCC(C)CC3)o2)cc(OC)c1OC	19.5%	0.6%	-14.4%	0.1%	4.6	6.0%	0.8%	12.2%[12.7 µM]	8.7%
CC(C)C(=O)Nc1ccc2nn(-c3ccc(F)cc3)nc2c1	36.8%	-6.1%	nt	6.4%	-5.9	-11.0%	-8.1%	?	-5.9%
CCOc1ccc2nc(NC(=O)CSC3=NCCS3)sc2c1	47.6%[activator]	-14.0%	4.1%	nt	-4.7	-25.0%	-4.7%	22.5%[59 µM]	1.3%
O=C(CSC1=N/C(=C/c2ccc(Cl)c(Cl)c2)C(=O)N1c1ccccc1F)NC1CC1	27.6%	-1.4%	-19.0%	4.4%	-2.6	10.9%	-0.7%	9.8%[59 µM]	-3.8%
O=C(NC(=S)Nc1cccc2ncccc12)c1ccco1	41.4%[activator]	-13.5%	3.3%	-22.4%	2.1	-7.7%	3.7%	44.7µM*	-8.7%
O=C(Nc1ccccc1Br)C1CC(=O)N(c2ccc3c(c2)OCCO3)C1 (stereo unspecified)	10.2%	-16.4%	-12.1%	6.4%	4.0	0.4%	8.9%	79.4µM*	13.4%
CCSc1nnc(CNc2ccc(F)cc2)n1CC1CCCO1 (stereo unspecified)	42.4%[activator]	-13.0%[57.1 µM]	0.0%	9.9%	-3.1	-10.7%[56.9 µM]	0.7%	2.3%	18.5%
COc1ccc(C2c3ccc4ccccc4c3Oc3ncn(CCO)c(=N)c32)cc1 (stereo unspecified)	-7.9%	?	nt	?	-2.4	13.5%	8.2%	7.9%	4.0%
O=C(C1CCN(C2CCN(Cc3ccsc3)CC2)CC1)N1CCOCC1	40.2%[activator]	-4.8%	0.7%	-2.0%	3.9	-18.7%	0.9%	24.5%	-15.7%
CCOC(=O)c1ccc(NC(=S)NC2CCCC2)cc1	40.4%[activator]	-7.5%	-26.3%	0.1%	-0.3	-19.5%	2.4%	22.6%[59 µM]	3.0%
C=CCn1c(CSCc2ccccc2)nnc1SCC(=O)N1CCN(c2ccccc2)CC1	14.6%	-19.3%	-3.1%	-29.5%	-2.1	-26.0%	nt	25.1µM*	2.1%
COc1ccccc1-c1nn2c(=O)cc(C)nc2s1	24.3%	10.4%	21.5%	5.3%	3.7	0.4%	3.3%	41.9%[12.7 µM]	6.8%
Cc1ccccc1OCC(=O)N1CCC2(CC1)CC(=O)c1ccccc1O2	20.9%	-20.0%	-9.5%	8.0%	-2.0	-6.5%	0.8%	-0.8%[0.501 µM]	5.8%
Oc1ccc(Cl)cc1CNCc1ccc(F)cc1	19.7%	-16.9%	0.1%	10.5%	1.0	-18.1%	-7.6%	11.9%[2.33 µM]	32.6%[activator]
CC(C)c1ccc(/C=N/Nc2cc(N3CCOCC3)nc(N3CCOCC3)n2)cc1	-5.3%	-21.9%	8.6%	-6.1%	-7.0	-38.9%	-2.4%	-4.4%[59 µM]	22.8%
Cc1cc(C)cc(C(=O)Nc2ccc(N3CCCC3)cc2)c1	-13.0%	?	?	?	-1.5	-35.1%	-0.7%	-126.8%	-7.8%
O=C(COC(=O)c1cccnc1Cl)c1ccc(Cl)cc1Cl	35.7%	2.2%	?	-3.4%[57.1 µM]	7.7	-10.7%	-5.3%	1.5%	3.2%
Fc1ccc(-c2ccc(CNCc3ccccn3)o2)cc1Cl	-4.9%	63.1µM*	0.0%	31.6µM*	8.1	1.4%	8.0%	?	3.9%
CCCn1nc(C(=O)OCC(=O)c2ccccc2)c2ccccc2c1=O	59.6%[activator]	18.6%	1.8%	-6.2%	-2.0	-33.6%	-6.5%	2.6%[0.0925 µM]	5.9%
CC(C)(C)OC(=O)C[C@H]1C/C=C\C[C@@H](CC(=O)N(CCO)Cc2ccccc2)C(=O)NC[C@H](c2ccccc2)OC1=O	26.0%	-6.3%	3.0%	nt	-2.2	9.4%	-5.5%	nt	5.9%
O=c1[nH]cc(NCc2ccccc2)c(=O)[nH]1	39.2%[activator]	-9.0%	9.2%	nt	2.8	1.5%	nt	nt	22.1%
CCOC(=O)C1=C(C)NC(=O)NC1C (stereo unspecified)	9.5%	-11.7%	11.1%	2.6%	0.8	8.3%	nt	4.0%[12.7 µM]	13.0%
COc1cc(/C=N/NC(=O)CC2(C)OCCCO2)ccc1OCc1ccc(Cl)cc1Cl	?	-30.4%	-7.9%	-4.9%	3.1	0.1%	-3.4%	-8.6%[59 µM]	2.8%

The list is partial; the hit share may differ from the screen's.
